HCMV inh – qHTS Assay for inhibitors of the human cytomegalovirus (HCMV); activity change, negative = inhibition, % at 57.5 µM; HFF cells, HCMV-luciferase reporter, 72 h; hits give low values; hit rate 4.5% among 410,000; AID 1259415, 2018; in the data active = activity change below about -60%; inconclusive = no clear call, values can overlap the other calls; inactive = above about -39%
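Inhibition of viral replication was scored as loss of reporter luminescence in HFFs infected with HCMV-luciferase (MOI 1 PFU/cell) for 72 h; compounds tested at 2 doses, normalized to buffer and Salinomycin controls.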
Sm TGR inh – qHTS Assay for the Inhibitors of Schistosoma Mansoni Peroxiredoxins. purified TGR, DTNB reduction, TNB absorbance 405 nm. Potency, µM (doses to about 114 µM), inactives show at the highest dose activity change, negative = inhibition, most hits filed as inhibitors. hit rate 3% among 360,000. AID 485364, 2010; note: potency is the fitted concentration of half-maximal effect; nearly all actives have a fitted effect of over 60% in size
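First, TGR (20 nM dispensed) and NADPH were mixed with compound. Second, a 15 min room-temperature incubation followed. Third, further NADPH and then DTNB were added to start the reaction. Finally, TNB absorbance was monitored kinetically.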
AMA1 RON2 block – qHTS for Inhibitors of AMA1-RON; Towards Development of Antimalarial Drug Lead: Primary Screen; AlphaScreen AMA1-biotinylated RON2 peptide binding; AID 720542, 2013; Potency, µM (titrated, usually from 58.2 µM), without a hit: top-dose activity change, negative = inhibition, actives largely listed as inhibitors; hit rate 0.2% among 360,000; Plasmodium falciparum AMA1 (3D7) - RON2 peptide interaction;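 note: potency is the fitted concentration of half-maximal effect; 0% = vehicle wells and -100% = peptide control; nearly all actives have a fitted effect of over 45% in size; some results filed as inactive show a strong effect at the top dose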
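AMA1 (3D7) with his tag at 25 nM final met compounds first, then biotinylated RON2 peptide at 25 nM; detection used donor plus acceptor beads, 10 µg/mL apiece, read by AlphaScreen after 30 min at room temperature.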
LmPK inh – qHTS Assay for Inhibitors of Leishmania Mexicana Pyruvate Kinase (LmPK); AID 1721, 2009; hit rate 0.37% among 290,000; Q27686; Potency, µM (titrated, usually from 57.5 µM), for the others: at the top dose activity change, negative = inhibition, hits mostly inhibitors; purified LmPK, Kinase-Glo ATP luminescence, 1 h; note: potency is the fitted concentration of half-maximal effect
Target sequence (Q27686 whole entry, looked up): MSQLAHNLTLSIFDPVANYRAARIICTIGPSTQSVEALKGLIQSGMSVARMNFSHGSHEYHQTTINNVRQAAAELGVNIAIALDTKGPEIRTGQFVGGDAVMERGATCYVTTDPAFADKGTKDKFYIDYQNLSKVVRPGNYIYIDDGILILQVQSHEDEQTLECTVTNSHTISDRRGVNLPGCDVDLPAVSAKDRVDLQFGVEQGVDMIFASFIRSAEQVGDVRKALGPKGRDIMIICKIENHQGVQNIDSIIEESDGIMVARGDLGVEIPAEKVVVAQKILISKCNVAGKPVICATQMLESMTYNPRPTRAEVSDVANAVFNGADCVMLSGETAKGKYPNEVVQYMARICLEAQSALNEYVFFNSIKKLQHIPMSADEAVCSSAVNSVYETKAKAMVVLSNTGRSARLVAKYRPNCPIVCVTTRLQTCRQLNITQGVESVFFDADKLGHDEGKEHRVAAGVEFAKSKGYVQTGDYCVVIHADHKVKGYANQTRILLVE
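In 50 mM imidazole pH 7.2 with 7 mM MgCl2, LmPK (0.1 nM) turned over PEP (0.5 mM) and ADP (0.1 mM) for 1 h at room temperature. Luciferase read-out of ATP.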
Tb PYK inh – qHTS of Trypanosoma Brucei Inhibitors; hit rate 0.12% among 410,000; pyruvate kinase (Trypanosoma brucei), Q57TT1; TbPYK enzyme, Kinase-Glo Plus ATP luminescence, 45 min; AID 624173, 2012; Potency, µM (titrated, usually from 76.8 µM), inactives show at the highest dose activity, negative = inhibition, hits mostly inhibitors; note: potency is the fitted concentration of half-maximal effect; nearly all actives have a fitted effect of over 50% in size
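Glycolytic pyruvate kinase of T. brucei was incubated with substrate, test compound and 130 uM ADP for 45 minutes at room temperature. Luminescent Kinase-Glo Plus signal was measured after 10 minutes.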
AmpC inh detg – qHTS Inhibitors of AmpC Beta-Lactamase (assay with detergent); P00811; AmpC hydrolysis of nitrocefin, absorbance 480 nm, 0.01% Triton; Potency, µM (doses to about 114 µM), without a hit: at the highest dose activity change, negative = inhibition, usual class: inhibitors; hit rate 0.041% among 370,000; AID 485294, 2010;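 note: potency is the fitted concentration of half-maximal effect; 0% = no-compound wells and -100% = no-enzyme wells; nearly all actives have a fitted effect of over 25% in size; some results filed as inactive show a strong effect at the top dose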
Target sequence (P00811 whole entry, looked up): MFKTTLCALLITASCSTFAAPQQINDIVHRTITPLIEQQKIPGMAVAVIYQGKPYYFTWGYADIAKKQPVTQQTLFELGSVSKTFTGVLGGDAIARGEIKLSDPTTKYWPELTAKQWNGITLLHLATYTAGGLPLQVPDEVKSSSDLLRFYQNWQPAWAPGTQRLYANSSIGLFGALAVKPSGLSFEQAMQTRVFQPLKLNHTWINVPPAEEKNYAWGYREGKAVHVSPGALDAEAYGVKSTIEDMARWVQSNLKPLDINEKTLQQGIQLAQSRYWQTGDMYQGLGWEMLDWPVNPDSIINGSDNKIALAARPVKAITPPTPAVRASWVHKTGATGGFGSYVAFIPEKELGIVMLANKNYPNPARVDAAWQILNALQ
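AmpC (5.3 nM in the dispensed reagent) in 20 mM phosphate pH 7.0 with 0.01% (detergent screen) or 0.0001% Triton X-100 was preincubated with compounds for 15 min at room temperature. Nitrocefin was then added from an 800 uM solution, and hydrolysis was followed at 480 nm.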
AmpC inh no detg – qHTS Inhibitors of AmpC Beta-Lactamase (assay without detergent); P00811; AmpC nitrocefin hydrolysis, absorbance 480 nm, 0.0001% Triton; Potency, µM (top dose mostly 57.1 µM), for the others: top-dose activity change, negative = inhibition, most hits filed as inhibitors; hit rate 0.52% among 330,000;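 note: potency is the fitted concentration of half-maximal effect; plate controls were no compound for no effect and no enzyme for full effect; nearly all actives have a fitted effect of over 20% in size; some results filed as inactive show a strong effect at the top dose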
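20 mM phosphate pH 7.0 + 0.01% (detergent screen) or 0.0001% Triton X-100; 5.3 nM AmpC reagent; cpd preinc 15 min RT; nitrocefin (800 uM stock) to start; A480 q20 s × 4 min; Activity was normalised to no-enzyme and no-compound control wells.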
Numbers without * were called inactive; u = inconclusive; x = no result given; [ ] = another dose, or the depositor's remark. Unless noted, calls come from the whole dose curve; as a rule, active = well fitted curve in the direction sought with a large enough effect; inconclusive = small, poorly fitted or top-dose-only effect, or another doubt; inactive = no such curve, though single readings can be large; an effect the other way counts as inactive or inconclusive. Unless noted, % is set by controls: 0 for no effect and ±100 for the full control effect. Not a hit list; 7.4% or so of the library scored in one or more.

Preview:
[1] N#Cc1c(SCC(=O)Nc2nncs2)sc2c(O)cc(=O)[nH]c12
[2] O=C(COc1ccccc1)N(Cc1cccs1)C1CCS(=O)(=O)C1 (stereo unspecified)

compound no.,1,2
HCMV inh,9,-3
Sm TGR inh,35µM*,-2%
AMA1 RON2 block,-9%,-9%
LmPK inh,4%,-2%
Tb PYK inh,-17%,1%
AmpC inh detg,u,6%
AmpC inh no detg,-37%,-4%

The whole of this part, repeating the preview:
[1] N#Cc1c(SCC(=O)Nc2nncs2)sc2c(O)cc(=O)[nH]c12
[2] O=C(COc1ccccc1)N(Cc1cccs1)C1CCS(=O)(=O)C1 (stereo unspecified)
[3] COc1ccc(CCNC(=O)c2cc(=O)[nH]c3ccc(S(=O)(=O)N4CCCCC4C)cc23)cc1OC (stereo unspecified)
[4] O=C(NCCSc1ccccc1)c1ccc(CN2CCOCC2)cc1
[5] CN1CCO/C1=C(\C(Cl)=C(Cl)Cl)[N+](=O)[O-]
[6] C/C(=C\C=C(C#N)C#N)c1cc(C#N)c(N)o1
[7] NS(=O)(=O)c1ccc(NC(=O)c2c(Cl)cccc2Cl)cc1
[8] Cc1ccc(C)c(NC(=O)CSc2nc3[nH]ncc3c(=O)[nH]2)c1

compound no.,1,2,3,4,5,6,7,8
HCMV inh,9,-3,-30,8,16,u,-14,-3
Sm TGR inh,35µM*,-2%,1%,3%,32µM*,x,38%[activator],-20%
AMA1 RON2 block,-9%,-9%,x,-2%,-4%,-2%,7%,-1%[2.32 µM]
LmPK inh,4%,-2%,x,4%,-3%,-28%,4%,-6%
Tb PYK inh,-17%,1%,3%,2%,6%,-17%,-4%,1%
AmpC inh detg,u,6%,-7%,2%,2%,-1%,-5%,u
AmpC inh no detg,-37%,-4%,x,18%,-8%,-23%,-9%,-11%

As entered above.
C/C(=C\C=C(C#N)C#N)c1cc(C#N)c(N)o1 in LmPK inh is listed with -28%
O=C(COc1ccccc1)N(Cc1cccs1)C1CCS(=O)(=O)C1 (stereo unspecified) in AmpC inh detg is listed with 6%
NS(=O)(=O)c1ccc(NC(=O)c2c(Cl)cccc2Cl)cc1 in Sm TGR inh is listed with 38%[activator]
N#Cc1c(SCC(=O)Nc2nncs2)sc2c(O)cc(=O)[nH]c12 in Tb PYK inh is listed with -17%
Cc1ccc(C)c(NC(=O)CSc2nc3[nH]ncc3c(=O)[nH]2)c1 in AmpC inh no detg is listed with -11%
O=C(NCCSc1ccccc1)c1ccc(CN2CCOCC2)cc1 in Sm TGR inh is listed with 3%

More records follow.
[9] CCOC(=O)c1ccc(NC(=S)NC(=O)c2nn(CC)cc2Br)cc1
[10] COc1ccc(Oc2nc(-c3ccccc3)ncc2S(=O)(=O)c2ccccc2)cc1
[11] O=C(COc1cccnc1[N+](=O)[O-])c1c[nH]c2ccccc12
[12] Cc1ccc2nc(-c3ccc(NS(=O)(=O)c4ccc(F)cc4)cc3)sc2c1
[13] CCc1ccc(NC(=O)CSc2nnc(CNC(=O)c3c(F)cccc3Cl)o2)cc1
[14] O=c1cc(CSc2nnc(NC3CCCCC3)s2)nc2sccn12
[15] NS(=O)(=O)OCC(Cc1ccccc1)N1C(=O)c2ccccc2C1=O (stereo unspecified)
[16] CCOc1cc(C(=O)Nc2nnc(CC)s2)ccc1OCC(=O)N1CCOCC1

compound no.,9,10,11,12,13,14,15,16
HCMV inh,121,-35,0,-94*,3,17,-18,105
Sm TGR inh,-9%,6%,-28%,-3%,-1%,-5%,8%,0%
AMA1 RON2 block,11%,-6%,1%,-3%,2%,8%,-5%,9%
LmPK inh,0%,1%,0%,1%,-4%,-6%,-2%,-4%
Tb PYK inh,-5%,-1%,-2%,-5%,4%,0%,-23%,-8%
AmpC inh detg,u,5%,0%,-3%,-5%,-4%,u,-8%
AmpC inh no detg,-29%,u,-42%,-23%,-11%,-15%,-21%,30%

[17] COC(=O)c1ccc2c(=O)n(CCCCCC(=O)N3CCN(c4ccc(Cl)cc4)CC3)c(=O)[nH]c2c1
[18] COc1ccc(CC2C(=O)NC(=O)NC2=O)c(OC)c1
[19] COc1ccccc1-c1cc(C(F)(F)F)nc(S(=O)(=O)CCCC(=O)O)n1
[20] FC(F)(F)c1ccnc(NCc2ccc(Cl)cc2)n1
[21] Cc1oc2cc(Br)c(O)c(Br)c2c1-c1ccccc1
[22] O=C(O)c1cc(-c2ccc(/C=C3\NC(=O)N(c4ccc(Cl)cc4)C3=O)o2)ccc1Cl
[23] O=C(Oc1oc(-c2ccco2)nc1C=Nc1ccccc1)c1ccoc1
[24] O=C(C1CCN(S(=O)(=O)c2ccccc2[N+](=O)[O-])CC1)N1CCOCC1

compound no.,17,18,19,20,21,22,23,24
HCMV inh,71,3,-14,-15,x,-21,u,10
Sm TGR inh,5%,50µM*,u,0%,10µM*,u,1.4µM*,x
AMA1 RON2 block,x,5%,-9%,0%,-7%,-17%,-6%,-6%
LmPK inh,x,5%,11%,-1%,2%,1%,-4%,-2%
Tb PYK inh,5%,-6%,-3%,0%,0%,-15%,-27%,6%
AmpC inh detg,8%,-13%,-5%,-21%,-14%,-8%,-15%,6%
AmpC inh no detg,x,-10%,-5%,-21%,-37%,-32%,-13%,-4%

[25] CCN(CC)CCC#CC1(O)c2ccccc2-c2ccccc21
[26] O=C(Cn1nc(C(=O)O)c2ccccc2c1=O)Nc1cccc(S(=O)(=O)N2CCCC2)c1
[27] CCCCNC(=O)CC(=O)Nc1ccccc1C(=O)O
[28] O=C(O)c1cc2c(ccc3ccccc32)oc1=O
[29] N#CCCn1c(=O)n(CCC#N)c2ccccc21
[30] O=C(CCCCCn1nnc2ccccc2c1=O)Nc1ccccc1Cl
[31] Cc1ccc(-n2[nH]c(C)c(/C=N/Nc3ccc([N+](=O)[O-])cc3[N+](=O)[O-])c2=O)cc1C
[32] CCOC(=O)C1=C(C)N(C[C@@H]2CC[C@@H](Cc3ccc(-c4ccccc4)cc3)O2)C(=O)NC1C1CC1 (stereo partly specified)

compound no.,25,26,27,28,29,30,31,32
HCMV inh,-16,3,24,-24,-36,5,-40,-20
Sm TGR inh,-15%,4%,-26%,-7%,x,-7%,-13%,x
AMA1 RON2 block,-4%,-3%,11%,x,2%,7%,0%,-8%
LmPK inh,2%,x,-3%,-2%,0%,3%,u,x
Tb PYK inh,-1%,-9%,-1%,x,-4%,-6%,-23%,0%
AmpC inh detg,-10%,-14%,-9%,-10%,-4%,2%,u,x
AmpC inh no detg,0%,-28%,-10%,-13%,-7%,-10%,-30%,-18%

[33] CC1C(C#N)=C(N)OC2=C1C(=O)CCC2 (stereo unspecified)
[34] Cc1ccc2c(c1)c1c(c(=O)n(-c3cccc(Cl)c3)c(=O)n1CC(=O)NCCC1=CCCCC1)n2C
[35] O=C(NCCc1ccc(Cl)cc1)c1cc(S(=O)(=O)N2CCCC2)ccc1F
[36] O=c1cnc2ccccc2n1Cc1ccccc1C(F)(F)F
[37] O=C(N/N=C\c1ccc([N+](=O)[O-])o1)c1cncc(Br)c1
[38] CC(C)n1cnc2c(Nc3cccc(Cl)c3)nc(N(CCO)CCCO)nc21
[39] O=C1C2C3C=CC(CNS(=O)(=O)c4ccccc4)(O3)C2C(=O)N1c1ccc(Cl)cc1 (stereo unspecified)
[40] O=C(COC(=O)COc1ccc(Br)cc1)NC1CCCCCC1

compound no.,33,34,35,36,37,38,39,40
HCMV inh,43,7,-25,-27,-83*,x,u,-21
Sm TGR inh,-34%,7%,x,-16%,35µM*,10%,4µM*,-1%
AMA1 RON2 block,0%,x,-2%,-8%,-3%,-18%,-12%,-2%
LmPK inh,1%,x,x,7%,2%,6%,-7%,x
Tb PYK inh,-8%,2%,-12%,0%,-7%,2%,-10%,-4%
AmpC inh detg,u,-5%,x,-14%,1%,5%,-7%,-5%
AmpC inh no detg,-10%,x,x,-3%,0%,98%[activator],-23%,-16%

[41] CC(=O)N1CCCc2cc(S(=O)(=O)NCCC3=CCCCC3)ccc21
[42] COc1ccc(CN2CCN(C(=O)c3c(-c4ccccc4)noc3C)CC2)cc1F
[43] COCCn1c(SCC#N)nnc1-c1ccc(OC)cc1
[44] CCCC(=O)N1CC2(CCC)CN(C(=O)CCC)CC(CCC)(C1)C2=O
[45] Cc1ccccc1C(=O)NC(=S)Nc1ccc(S(=O)(=O)N2CCOCC2)cc1
[46] O=C(NC1CC1)c1sccc1-n1cccc1
[47] CC(C)C(=O)NC(NC1CCS(=O)(=O)C1)C(Cl)(Cl)Cl (stereo unspecified)
[48] O=S1(=O)N=C(N2CCCc3ccccc32)c2ccccc21

compound no.,41,42,43,44,45,46,47,48
HCMV inh,-7,-19,-13,-26,29,20,17,28
Sm TGR inh,-6%,-5%,0%,-11%,2%,-29%,x,-1%
AMA1 RON2 block,3%,0%,0%,1%,23%,-1%,1%,2%
LmPK inh,1%,x,4%,-2%,2%,0%,6%,0%
Tb PYK inh,0%,-8%,4%,-9%,8%,2%,9%,27%
AmpC inh detg,0%,0%,-7%,-1%,5%,5%,-8%,-8%
AmpC inh no detg,12%,125%[activator],-13%,16%,-32%,-14%,-12%,-2%

[49] O=C(OCc1ccccc1)c1c(-c2ccccc2)oc2c1C(OCCO)CCC2 (stereo unspecified)
[50] O=C(Cc1ccc(-n2c(=O)c3sccc3n(CC(=O)Nc3ccccc3F)c2=O)cc1)NCc1ccco1
[51] CC(C)c1nc(CNC(=O)C2CCC(=O)N(CCc3ccc(Cl)cc3)C2)no1 (stereo unspecified)
[52] CC(NC(=O)c1cc(S(=O)(=O)N(C)C)ccc1Cl)C1CC2CCC1C2 (stereo unspecified)

compound no.,49,50,51,52
HCMV inh,5,-60*,58,-11
Sm TGR inh,x,-19%,-7%,-2%
AMA1 RON2 block,-20%,-2%,12%,-2%
LmPK inh,x,1%,-1%,0%
Tb PYK inh,-11%,2%,-6%,-3%
AmpC inh detg,x,-1%,u,1%
AmpC inh no detg,x,-23%,64%[activator],21%
